PAFAH1B3 inh = inhibitors of human PAFAH1B3; recombinant PAFAH1B3, FP-rhodamine probe, fluorescence polarization; inhibition, % at 3.39 µM; Q15102; 0.28% of 340,000 active;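 active = inhibition above the screen-wide average of all tested compounds plus 3 SD, cut at about 25% in these data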;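 also: 0% = enzyme with DMSO only and 100% = wells lacking PAFAH1B3 protein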
Target sequence (Q15102 whole entry, looked up): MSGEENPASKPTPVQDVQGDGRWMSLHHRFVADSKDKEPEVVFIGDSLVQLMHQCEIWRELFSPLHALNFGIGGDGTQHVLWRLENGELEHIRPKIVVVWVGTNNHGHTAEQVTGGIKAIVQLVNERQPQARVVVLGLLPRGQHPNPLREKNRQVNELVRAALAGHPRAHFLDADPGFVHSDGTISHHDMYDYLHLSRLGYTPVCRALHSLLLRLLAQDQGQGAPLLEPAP
PAFAH1B2 inh = blocks human PAF acetylhydrolase 1b catalytic subunit 2. P68402. recombinant PAFAH1B2, FP-rhodamine activity probe, fluorescence polarization. inhibition, % at 3.39 µM. 1.2% of 340,000 active. AID 492953;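 active = inhibition above the mean of all tested compounds plus 3 SD, cut at about 24% in these data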;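 also: 0% = enzyme with DMSO and 100% = wells lacking PAFAH1B2; many of its hits are not listed in these tables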
Target sequence (P68402 whole entry, looked up): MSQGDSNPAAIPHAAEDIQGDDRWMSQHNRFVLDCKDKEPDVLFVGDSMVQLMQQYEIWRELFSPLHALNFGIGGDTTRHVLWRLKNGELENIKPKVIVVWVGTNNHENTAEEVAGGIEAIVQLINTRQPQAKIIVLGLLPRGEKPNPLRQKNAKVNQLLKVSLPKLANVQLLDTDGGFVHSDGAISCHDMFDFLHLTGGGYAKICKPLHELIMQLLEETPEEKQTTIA
LYPLA1 counter = LYPLA1 (human) inhibition in PME1 counter-screen | 0.16% of 320,000 active | AID 2174 | recombinant LYPLA1, FP-Rh probe fluorescence polarization | O75608 | inhibition, % at 5.9 µM;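 active = inhibition above the mean of all tested compounds plus 3 SD, set per campaign, cut at about 14% in these data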;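 also: inhibitors block serine hydrolase probe labeling of LYPLA1 so polarization falls; 0% = enzyme with DMSO and 100% = wells lacking LYPLA1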
Target sequence (O75608 whole entry, looked up): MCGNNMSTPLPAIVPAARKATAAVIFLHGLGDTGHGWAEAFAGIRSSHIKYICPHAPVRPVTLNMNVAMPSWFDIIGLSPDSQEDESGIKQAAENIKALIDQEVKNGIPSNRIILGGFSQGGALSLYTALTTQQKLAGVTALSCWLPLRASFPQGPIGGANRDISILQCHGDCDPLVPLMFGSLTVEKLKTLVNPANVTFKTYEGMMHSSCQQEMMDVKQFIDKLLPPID
PREPL inh = inhibitors of human prolyl oligopeptidase-like enzyme PREPL; recombinant PREPL, fluorescence polarization activity-based probe; inhibition, % at 5.96 µM; Q4J6C6; 0.68% of 320,000 active; in the data active = inhibition above about 43%;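 also: 0% = enzyme with DMSO and 100% = wells lacking enzyme; many of its hits are not listed in these tables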
pPAFAH inh = inhibitors of human plasma PAF acetylhydrolase (pPAFAH). AID 463082. recombinant pPAFAH, FP-rhodamine probe fluorescence polarization. inhibition, % at 3.39 µM. Q13093. 1.5% of 330,000 active;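 active = inhibition above the mean inhibition across the screen plus 3 SD, cut at about 25% in these data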;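 also: inhibitors block binding of the rhodamine activity-based probe so polarization drops; 0% = enzyme with DMSO and 100% = wells lacking pPAFAH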
LYPLA2 counter = blocks human lysophospholipase 2, a PME1 counter-screen; O95372; recombinant LYPLA2, FP-Rh probe fluorescence polarization; inhibition, % at 5.9 µM; 0.38% of 320,000 active;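 active = inhibition above the screen-wide mean plus 3 SD, limit set per campaign, cut at about 26% in these data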;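 also: 0% = LYPLA2 with DMSO and 100% = wells lacking LYPLA2 enzyme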
PAFAH2 inh = inhibitors of human PAFAH2. AID 492956. 0.99% of 340,000 active. recombinant PAFAH2, FP-rhodamine activity probe, fluorescence polarization. Q99487. inhibition, % at 3.39 µM;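 active = inhibition above the mean over all tested compounds plus 3 SD, cut at about 30% in these data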;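 also: inhibitors block probe labeling of enzyme so polarization drops; 0% = enzyme with DMSO and 100% = wells lacking PAFAH2 protein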
EBNA-1 inhibitor = blocks EBNA-1 binding to DNA | EBNA-1 DNA binding, fluorescence polarization | AID 1950 | 0.34% of 300,000 active | inhibition, % at 14.8 µM; in the data active = inhibition above about 28%
ZTA DNA inh = blocks Epstein-Barr virus ZTA, an EBNA-1 counter-screen | P03206 | ZTA-DNA binding, fluorescence polarization | inhibition, % at 11 µM | 0.15% of 320,000 active; in the data active = inhibition above about 33%
Target sequence (P03206 whole entry, looked up): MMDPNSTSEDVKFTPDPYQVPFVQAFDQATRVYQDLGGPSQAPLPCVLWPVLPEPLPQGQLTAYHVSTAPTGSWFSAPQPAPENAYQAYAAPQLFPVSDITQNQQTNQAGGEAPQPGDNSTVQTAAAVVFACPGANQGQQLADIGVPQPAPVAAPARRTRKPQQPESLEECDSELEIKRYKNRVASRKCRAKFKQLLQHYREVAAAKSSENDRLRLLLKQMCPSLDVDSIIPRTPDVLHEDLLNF
Starred values were filed as active, the others as inactive; / = no result given; & = joins results of further samples. Only part of the results is shown. The share of hits here may be higher or lower than overall.

Start of the listing, in advance, 2 compounds:
Below each SMILES: PAFAH1B3 inh, PAFAH1B2 inh, LYPLA1 counter, PREPL inh, pPAFAH inh, LYPLA2 counter, PAFAH2 inh, EBNA-1 inhibitor, ZTA DNA inh
Cc1ccnc(N2CCC(C(=O)Nc3nnc(C)s3)CC2)n1
  8.1, -4.6, -2.6, -2.8, -0.3, -7.1, -1.8, -1.1, 2.8
O=C(NCc1ccccn1)C1CCN(S(=O)(=O)N2CCCC2)CC1
  4.3, 2.4, -2.6, 7.6, -1.8, -5.8, 5.6, -2.0, -11.9

The list itself, repeating the preview:
Below each SMILES: PAFAH1B3 inh, PAFAH1B2 inh, LYPLA1 counter, PREPL inh, pPAFAH inh, LYPLA2 counter, PAFAH2 inh, EBNA-1 inhibitor, ZTA DNA inh
Cc1ccnc(N2CCC(C(=O)Nc3nnc(C)s3)CC2)n1
  8.1, -4.6, -2.6, -2.8, -0.3, -7.1, -1.8, -1.1, 2.8
O=C(NCc1ccccn1)C1CCN(S(=O)(=O)N2CCCC2)CC1
  4.3, 2.4, -2.6, 7.6, -1.8, -5.8, 5.6, -2.0, -11.9
CCn1c(SCc2ccccc2)nc2ccccc2c1=O
  7.6, 3.9, -2.4, 18.1, 5.0, -0.3, -5.0, 4.2, 4.1
Cc1csc(NC(=O)CCCc2cccs2)n1
  -3.5, 6.2, -1.2, -3.5, -1.6, -1.9, -3.6, -2.6, 10.1
CCCNS(=O)(=O)c1ccc(CCC(=O)N2CCC(C)CC2)cc1
  1.8, -2.3, 1.1, 5.4, 3.5, 6.5, 2.8, 24.8, 10.3
Cn1c(SCc2cccc(F)c2)nnc1-c1cnccn1
  4.6, 0.8, 1.3, -4.6, 5.5, 3.8, 5.3, -0.2, -13.8
CCSc1ccccc1C(=O)Nc1cccnc1
  9.9, 1.1, -2.6, 0.1, 4.8, -0.2, -0.7, 4.8, 18.9
CC(=O)NC(=S)Nc1ccc(NC(=S)NC(=O)c2ccc([N+](=O)[O-])cc2)cc1
  5.5, 4.0, -10.0, 5.0, 3.4, -1.8, 7.3, 6.9, -4.3
Cc1cc(NCc2ccco2)n2c(nc3ccccc32)c1C#N
  -1.1, 1.9, 0.3, 6.8, 7.9, 0.7, -4.2, -8.2, -6.8
CC(=O)c1ccc(S(=O)(=O)N2CCN(C(C)C(=O)N(C)Cc3ccccc3)CC2)cc1 (configuration not stated)
  8.8, 3.1, /, 31.9, -1.9, /, -0.2, /, /
CC(C)CC1NC(=O)N(CC(=O)Nc2ccc3c(c2)OCCO3)C1=O (configuration not stated)
  8.3, 2.9, 1.2, 2.9, 0.8, 1.1, 0.8, /, -6.5
CCOC(=O)c1c(C)oc2ccc(NS(=O)(=O)c3ccc4c5c(cccc35)C(=O)N4)cc12
  -1.8, -6.7, -29.0, -19.3, -23.7, -51.2, -36.1, 4.7, -9.9
CCCn1nnc(NC(=S)NC(=O)/C=C/c2ccc(Cl)cc2)n1
  4.2, 7.2, -0.6, 21.3, -6.8, -0.2, 2.1, -2.6, -13.6
CN(CCOc1ccc(CC2SC(=O)NC2=O)cc1)c1ccccn1 (configuration not stated)
  3.6&7.5, 5.4&11.2, 4.0&-0.3, -4.5&-5.7, 1.2&-0.6, 11.2&5.1, -1.1&8.5, 7.8&7.3, 9.3&-14.8
COc1ccc(S(=O)(=O)N/N=C(/C)c2ccncc2)cc1
  9.3, -3.2, -4.9, -5.3, -4.0, -9.5, 1.7, -3.0, -7.6
CCOCc1nnc(NC(=O)c2ccc(OC)cc2)s1
  6.8, -0.4, 1.3, 15.3, -2.6, 3.8, -10.3, 0.7, -10.1
N#Cc1c(N)c(C(=O)c2ccccc2)n2c1CCC2
  3.5, -0.8, 1.5, -3.2, -3.0, -1.2, -3.4, -4.1, -9.0
CCN(CC)C(=O)[C@H]1CC(CC(=O)NCC23CC4CC(CC(C4)C2)C3)C(=O)N2CCc3c([nH]c4ccc(OC)cc34)[C@]12C (some centres not stated)
  3.8, 1.8, /, /, 5.1, /, 10.3, /, /
COc1ccc(C(=O)NNC(=O)c2ccc(S(=O)(=O)N3CCOCC3)cc2)cc1
  5.0, 2.5, 1.9, -17.9, 3.5, -6.0, 1.2, -7.4, -9.2
Oc1ccccc1C1CC(c2cccs2)=NC(c2cccc(Br)c2)N1 (configuration not stated)
  5.5, 3.8, 2.4, 14.1, -3.5, 7.1, -2.1, 5.9, -3.3
COc1cccc(C(=O)Nc2ccc(F)c(F)c2F)c1
  -2.8, -0.4, 0.4, 4.6, 1.4, 9.2, -0.4, 0.9, 3.5
O=C(Nc1ncc(Cc2cccc(Cl)c2)s1)C1CCCO1 (configuration not stated)
  -4.1, 0.9, 0.2, 9.6, 8.6, -3.4, -1.6, -10.8, -11.2
COC(=O)[C@H](CCSC)NC(=O)Nc1ccc(C)cc1
  3.9, -2.4, 2.2, 4.2, 2.9, 3.3, -7.5, -4.6, 3.4
CCCCNS(=O)(=O)c1ccc2nc(-c3cccnc3)cc(C(=O)NCCCOCC)c2c1
  /, /, 1.9, 14.9, 3.0, -2.5, /, 9.2, 11.6
Cc1cc(NC(=O)c2ccc(N3CCCC3)c([N+](=O)[O-])c2)no1
  5.6, -3.1, -2.1, 1.4, 6.0, -0.3, 0.3, -8.1, -7.6
Cc1c(OCC(=O)NC(Cc2ccc(Cl)cc2)C(=O)O)ccc2c3c(c(=O)oc12)CCC3 (configuration not stated)
  13.1, 13.1, -4.3, -2.6, -3.2, 1.1, 5.2, 2.8, 16.8
CC(C)(Sc1ccc(CCN(CCCCC2CCCCC2)C(=O)NC2CCCCC2)cc1)C(=O)O
  4.5, 9.0, -6.0, 4.6, 24.0, 3.0, 4.2, 11.5, 4.7
CCN(CC)CCNC(=O)Cn1ncc2ccccc2c1=O
  7.6, 4.8, -1.3, 7.4, -3.5, 8.2, -2.8, 1.1, -2.1
COc1ccc(/C=C(\NC(=O)c2ccc(Cl)cc2)C(=O)NCC2CCCO2)cc1OC (configuration not stated)
  6.5, 14.5, 2.8, 11.4, -0.1, 8.1, 3.8, -18.5, -18.0
Cc1sc(NC(=O)C2CC=CCC2C(=O)O)c(C(=O)OC(C)C)c1C (configuration not stated)
  6.1, 11.6, -5.8, -8.1, -1.2, -5.1, 8.8, 17.7, 31.5
O=C(c1ccccc1)c1nn(-c2ccc(Cl)cc2)cc1C(=O)c1cc2ccccc2oc1=O
  13.2, 1.1, -0.9, 2.6, -7.0, 2.6, -1.0, -12.8, -26.0
O=C1c2ccccc2NC(c2cnc3ccccc3n2)N1O (configuration not stated)
  6.8, 11.0, 1.8, -12.3, -6.1, -0.8, -6.5, -12.4, 2.7
O=C(NC1CCCC1)c1cc(-c2ccc(Cl)c(Cl)c2)on1
  2.2, -5.2, 0.4, 19.5, -1.4, -1.3, -4.2, 4.7, -18.7
COc1cc(OC)cc(C(=O)NCCOC23CC4CC(CC(C4)C2)C3)c1
  4.3, 4.4, -0.1, 2.0, -2.1, -3.5, 0.5, -4.0, 2.7
Cc1ccc(NC(=O)C2CCCN(C3=NS(=O)(=O)c4ccccc43)C2)c(O)c1 (configuration not stated)
  6.8, 1.6, 5.1, 14.3, 16.8, 10.2, 4.1, /, -1.5
COc1ccc(S(=O)(=O)CCC(=O)NCc2ccc(C)o2)cc1
  -2.2, -3.5, 2.3, 11.4, -3.6, 6.1, 8.1, 11.3, 4.3
COc1ccccc1S(=O)(=O)Cc1ccc(C(=O)NC(C)c2ccc3c(c2)OCCO3)o1 (configuration not stated)
  11.7, 5.3, -2.8, 3.5, 1.7, -5.5, 2.2, -11.4, -8.3
O=C(O)C1=CCCNC1
  2.0, -0.3, -1.8, -3.3, 3.8, -4.2, 4.2, 8.3, 7.3
CCOC(=O)c1ccc(S(=O)(=O)N2CCN(CC(=O)NC(=O)NC(C)(C)C)CC2)cc1
  1.1, 2.3, -4.2, 10.7, -4.9, 2.9, 0.1, -13.9, -2.9
O=C(CCc1ccccc1)Nc1nc2ccc(S(=O)(=O)N3CCOCC3)cc2s1
  -4.1, -2.9, -1.5, -25.1, 0.6, -0.6, 0.2, 6.8, 3.3
N#CCSc1nc2ccccc2c2nc3ccccc3n12
  -7.0, -2.5, -1.7, -4.3, -2.6, -1.4, -3.2, 7.1, 9.3
CCOC(=O)c1ccc(N/C(=N\S(=O)(=O)c2ccccc2C)c2ccccc2)cc1
  -6.3, -3.1, -9.7, -3.5, 3.4, -5.1, 10.5, -8.7, 8.8
O=C(Nc1ccc2nn(-c3ccccc3)nc2c1)c1cccnc1
  6.5, 1.7, -11.3, -6.5, -2.4, -11.5, -0.4, 16.0, -19.0
Cc1nc(SCC(N)=O)c([N+](=O)[O-])[nH]1
  0.3, 1.8, -2.8, 5.8, 1.8, 4.5, -3.0, 11.6, -8.3
COc1ccc(C)cc1NC(=O)CCCN1C(=O)CCC1=O
  7.5, 0.1, 2.3, 3.0, 5.7, -7.0, 9.4, 0.6, -9.2
CCC(C)NC(=O)CN1C(=O)CSc2ccc(S(=O)(=O)N3CCCC3)cc21 (configuration not stated)
  -0.4, 2.5, 2.2, 14.6, -0.7, 5.6, 1.1, -13.6, 13.8
CC[C@@]1(C(=O)OC)N[C@H](CN(C)C(=O)COC)[C@@H]2C(=O)N(C)C(=O)[C@@H]21
  6.7, 4.0, /, 6.3, 0.3, /, 7.7, /, /
COc1ccccc1NC(=O)CC(=O)Nc1ccccc1OC
  -0.3, -2.6, -3.6, -2.2, 0.9, 2.7, 4.9, 2.0, -8.8
COc1cc(C#N)c(NC(=O)CN2CCN(CCO)CC2)cc1OC
  0.2, -0.7, 4.7, -7.5, -6.9, 1.9, -3.2, -4.3, -4.2
Cc1ccc(OCC(=O)NC(=S)Nc2ccc(Br)cn2)cc1C
  2.1, 0.5, -1.2, 4.4, -8.9, -11.6, 0.2, -8.2, 3.8
COc1cc(/C=N/NC(=O)Cc2cccs2)c([N+](=O)[O-])cc1OC
  0.2, 3.5, -0.2, 5.7, 2.5, 0.5, 6.2, 8.4, 12.3
CCn1c(SCC(=O)NC2CCCCC2)nnc1-c1ccco1
  1.7, 8.0, -1.8, 1.8, 5.5, 3.0, 4.0, -2.9, 0.4
CCN(C(=O)CSc1n[nH]c(-c2ccccc2)n1)c1c(N)n(Cc2ccccc2)c(=O)[nH]c1=O
  2.3, 3.9, 1.9, 4.3, -1.3, -3.7, -2.5, /, 19.4
CSC1=N/C(=C\c2ccc(C)o2)C(=O)S1
  -4.5, -2.9, 2.6, -2.7, 4.8, 7.5, 0.6, -0.1, -6.8
Cc1ccc(-c2nc3ccccc3[nH]2)cc1NC(=O)c1sc2ccccc2c1Cl
  -17.5, -3.3, -8.8, -5.7, -5.2, -22.4, -29.5, -1.1, 0.8
O=C(O)CN1C(=O)C2C3CC(C2C1=O)C1C(c2ccc(Cl)cc2)c2sc(=O)[nH]c2SC31 (configuration not stated)
  6.3, 47.0*, 2.9, 14.3, 1.8, -1.8, 5.2, 2.3, -11.9
Cc1ccsc1/C=N/Nc1nc(=O)[nH]nc1C
  2.8, 12.5, 1.7, -32.6, 1.0, -1.9, 2.6, 0.6, 2.4
CN(C)/C=C/C(=O)Oc1ccc(Cl)cc1Cl
  -1.8, 8.6, 0.2, -3.4, -3.3, -1.7, -0.7, -25.9, 4.0
COc1ccccc1CC(=O)Nc1ccc(S(=O)(=O)N2CCCCC2)cc1
  6.5, 2.4, 1.9, -5.8, 4.3, -1.3, -1.5, 3.5, -3.6
NC(=O)COc1c(-c2ccc(Br)o2)oc2ccccc2c1=O
  0.8, -1.6, 3.2, -5.8, 1.8, -2.9, 31.1*, -0.4, 15.1
O=C(O)C1=C[C@@H](c2coc3ccccc3c2=O)C[C@@H](OCc2ccc(CO)cc2)O1
  2.8, 0.0, -4.4, -4.4, -4.1, 5.8, -3.2, -3.6, -7.2
O=C(OCC(=O)N1CCCc2ccccc21)c1cccnc1Cl
  7.3, 4.0, 2.7, 6.2, 2.8, 10.4, 1.2, -5.9, -26.8

Bioassay records deposited in PubChem BioAssay by The Scripps Research Institute Molecular Screening Center.
